Screening data from PubChem BioAssay.
PTHR1 ag – agonists of human PTHR1 parathyroid hormone receptor; AID 743266; 0.075% of 410,000 active; Potency, µM (titrated, usually from 115 µM), for the others: at the highest dose activation, most hits filed as activators; Q03431; HEK293 GP2 PTHR1 cells, GloSensor cAMP luminescence, 1 h; further: potency means the concentration at half of the fitted maximal effect; nearly all actives have a fitted effect of over 55% in size; some results filed as inactive show a strong effect at the top dose; inactives centre near -15; many of its hits are not listed in these tables
Target sequence (Q03431 whole entry, looked up): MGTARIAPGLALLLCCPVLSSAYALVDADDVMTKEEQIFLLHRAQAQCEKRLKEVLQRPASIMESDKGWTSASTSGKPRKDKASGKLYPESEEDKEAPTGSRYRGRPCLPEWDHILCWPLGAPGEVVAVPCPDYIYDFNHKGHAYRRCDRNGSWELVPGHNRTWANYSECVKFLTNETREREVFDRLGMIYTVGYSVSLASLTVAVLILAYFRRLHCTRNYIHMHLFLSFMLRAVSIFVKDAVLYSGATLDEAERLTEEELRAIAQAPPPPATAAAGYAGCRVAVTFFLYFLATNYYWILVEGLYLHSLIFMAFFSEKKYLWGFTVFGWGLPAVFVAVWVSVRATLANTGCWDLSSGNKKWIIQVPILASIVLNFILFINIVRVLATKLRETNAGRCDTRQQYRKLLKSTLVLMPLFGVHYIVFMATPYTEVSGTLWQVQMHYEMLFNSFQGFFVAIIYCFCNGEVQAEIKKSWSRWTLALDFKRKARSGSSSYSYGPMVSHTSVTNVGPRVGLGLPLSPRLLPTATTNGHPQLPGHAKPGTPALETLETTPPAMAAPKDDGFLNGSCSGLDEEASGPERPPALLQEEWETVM
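HEK-293-derived GP2 cells expressing PTHR1 and a GloSensor cAMP reporter, 3,000/well, plated overnight, given luciferin plus IBMX (each 0.5 mM as added) for 1 h at 37 °C, then compound for 1 h at 37 °C. Luminescence was read after 15 min at room temperature.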
GLP1R inv ag – inverse agonists of human GLP-1 receptor; P43220; HEK293 GLP-1R CRE-luciferase, luminescence, 24 h; GLP-1R form is constitutively active; Potency, µM (doses to about 38.3 µM), for inactives: at the top dose activity change, negative = inhibition, hits mostly inhibitors; 1.6% of 410,000 active; AID 624417; further: potency means the concentration at half of the fitted maximal effect; on the % scale 0 is the no-effect control and ±100 the full control effect; nearly all actives have a fitted effect of over 55% in size
Target sequence (P43220 whole entry, looked up): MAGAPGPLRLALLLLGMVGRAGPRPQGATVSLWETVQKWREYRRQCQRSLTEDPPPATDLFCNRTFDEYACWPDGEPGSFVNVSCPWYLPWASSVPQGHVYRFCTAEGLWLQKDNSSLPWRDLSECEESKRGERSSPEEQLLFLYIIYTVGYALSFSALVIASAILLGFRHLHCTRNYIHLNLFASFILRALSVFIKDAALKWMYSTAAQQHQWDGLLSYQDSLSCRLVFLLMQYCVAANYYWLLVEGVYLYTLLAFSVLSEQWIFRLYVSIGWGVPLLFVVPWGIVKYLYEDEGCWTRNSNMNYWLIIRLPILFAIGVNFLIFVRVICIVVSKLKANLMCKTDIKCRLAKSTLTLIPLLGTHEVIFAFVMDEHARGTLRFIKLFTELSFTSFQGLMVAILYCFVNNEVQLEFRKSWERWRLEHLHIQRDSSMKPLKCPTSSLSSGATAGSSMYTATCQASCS
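Using stably transfected HEK293 (constitutively active GLP-1R, cAMP-luciferase reporter), compounds were incubated 24 hr and luciferase measured by luminescence.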
pAkt inh – blocks phosphorylation of Akt; Neuro2A IGF-stimulated pAkt S473 HTRF, 20 min; hits give low values; activity change, % for hits at 50 µM; 0.32% of 360,000 active; in the data active means activity change below about -80%; inconclusive means mostly about -51% to -80%; further: on the % scale 0 is the no-effect control and ±100 the full control effect
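Single-point screen (50 µM final compound) in Neuro2A cells stimulated 20 min with 6 nM IGF at 37 deg C. After lysis, Ser473-phosphorylated Akt read by HTRF (ex 330 nm, em 615/665 nm) as the 665/615 ratio.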
GLP1R cytotox – cytotoxic in the GLP-1 receptor inverse agonist counter-screen | HEK293 cAMP-luciferase reporter cells, luminescence, 24 h | Potency, µM (series often up to 38.3 µM), without a hit: at the top dose activity change, negative = inhibition, most hits filed as inhibitors | 0.13% of 410,000 active | AID 624418;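 further: loss of luciferase light is scored as toxicity; potency means the concentration at half of the fitted maximal effect; on the % scale 0 is the no-effect control and ±100 the full control effect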
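Quantitative HTS format, 1536 wells, 200 cells/uL seeded. Compounds: 23 nL, 24 h, 37 °C. Detection: luciferase reagent, luminescence at 12 min RT; decreased signal taken as cytotoxic.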
aSyn rescue – rescues yeast growth from alpha-synuclein toxicity; Potency, µM (top dose mostly 46.1 µM), for the others: top-dose growth rescue (activation), most hits filed as activators; Yeast expressing alpha-synuclein, growth rescue, BacTiter-Glo, 24 h; 0.14% of 370,000 active; further: potency means the concentration at half of the fitted maximal effect; % of control where 0% means no effect; nearly all actives have a fitted effect of over 65% in size
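Rescue of yeast growth: cells expressing toxic alpha-synuclein, induced in galactose at OD600 0.02, incubated with compound 24 h at 30 C. ATP luminescence quantified growth; inhibitors of toxicity appear as activators.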
Mm-Cpn inhibitor – blocks the Methanococcus maripaludis chaperonin Mm-Cpn | AID 504842 | 0.031% of 330,000 active | purified Mm-Cpn ATPase, ADP Transcreener TR-FRET | Potency, µM (highest dose often 76.9 µM), without a hit: at the highest dose activity, negative = inhibition, usual class: inhibitors; further: potency means the concentration at half of the fitted maximal effect; on the % scale 0 is the no-effect control and ±100 the full control effect; nearly all actives have a fitted effect of over 80% in size
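Measured: ADP formation by purified Mm-CPN. Conditions: 25 nM protein, 10 uM ATP, Tris pH 7.4 with Mg2+, K+ and DTT, 37°C for 30 min. Detection: Transcreener HTRF after 30 min at room temperature.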
TDP43 rescue – inhibitors of TDP-43 toxicity in yeast; TDP-43 expressing yeast growth rescue, BacTiter-Glo, 24 h; Potency, µM (series often up to 46.1 µM), for the others: at the highest dose growth rescue (activation), actives largely listed as activators; 1.8% of 410,000 active; AID 652104; further: potency means the concentration at half of the fitted maximal effect; % of control where 0% means no effect; nearly all actives have a fitted effect of over 50% in size
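Luminescence from BacTiter-Glo reports growth of TDP-43-expressing yeast after 24 hr at 30 deg C with compound. Cells were raffinose-pregrown to mid-log, then seeded in galactose medium at OD600=0.02.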
Abeta rescue – compounds reversing amyloid beta toxicity in yeast; Potency, µM (doses to about 46.1 µM), without a hit: top-dose growth rescue, most hits filed as activators; yeast expressing A-beta42, growth rescue, OD600, 48 h; response scale: 0% DMSO, 100% iron-clioquinol control; 0.063% of 410,000 active; further: potency means the concentration at half of the fitted maximal effect; nearly all actives have a fitted effect of over 55% in size
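Yeast growth medium received pinned compounds, then yeast cells expressing toxic A-beta were added; plates incubated at 30 C for 48 hr. Growth read as absorbance at 600 nm, normalized to DMSO and equimolar FeCl3 plus clioquinol controls.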
FUS yeast rescue – FUS proteinopathy suppression in yeast. Potency, µM (highest dose often 76.6 µM), inactives show at the top dose growth rescue (activation), usual class: activators. 0.24% of 390,000 active. S. cerevisiae FUS-expressing, growth rescue, OD600, 24 h;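 further: potency means the concentration at half of the fitted maximal effect; plate controls were DMSO vehicle for no effect and reference control for full effect; nearly all actives have a fitted effect of over 55% in size; some results filed as inactive show a strong effect at the top dose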
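Yeast FUS proteinopathy model; galactose-induced FUS (2%), starting OD 0.005. Cpds in dilution series, 24hr, 30C, 99% humidity. Abs 600 nm growth. Pos ctrl CP55940 (top 92uM final); neg ctrl DMSO.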
Starred values were filed as active, the others as inactive; [ ] = dose if it differs, or a comment. Unless noted, the call rests on the fitted dose curve; in most records, active means well fitted curve in the direction sought with a large enough effect; inconclusive means small, poorly fitted or top-dose-only effect, or another doubt; inactive means no such curve, though single readings can be large; an effect the other way counts as inactive or inconclusive.

For Cc1cc(F)ccc1S(=O)(=O)Nc1ccc(O)c(Sc2ncn[nH]2)c1 the results were PTHR1 ag inactive, GLP1R inv ag 6%, pAkt inh inactive, GLP1R cytotox 13%, aSyn rescue 0%, Mm-Cpn inhibitor 0%, TDP43 rescue -6%, Abeta rescue 11% and FUS yeast rescue 7%.
For CC(=O)Cn1c(CN2CC(C)CC(C)C2)nc2c1c(=O)n(C)c(=O)n2C (configuration not stated) the results were PTHR1 ag -5%[57.5 µM], GLP1R inv ag -3%, pAkt inh inactive, GLP1R cytotox -8%, aSyn rescue 2%, Mm-Cpn inhibitor 0%, TDP43 rescue 4%, Abeta rescue -3% and FUS yeast rescue 4%.
`NC(=O)c1nsc(C(=O)N(c2cccc(F)c2)C(C(=O)NC2CCCC2)c2ccco2)c1N` (configuration not stated) gave PTHR1 ag -7%, GLP1R inv ag 3%, pAkt inh inactive, GLP1R cytotox -1%, aSyn rescue 2%, Mm-Cpn inhibitor -1%, TDP43 rescue 1%, Abeta rescue 20% and FUS yeast rescue 16%.
`O=C(O)Cn1nnc(-c2ccc(OCc3ccccc3)cc2)n1` gave PTHR1 ag 2%, GLP1R inv ag 0%, pAkt inh inactive, GLP1R cytotox -17%, aSyn rescue 2%, TDP43 rescue inconclusive, Abeta rescue 0% and FUS yeast rescue 6%.
`COc1ccc(C(=O)C2CCCN(C(=O)c3cnsn3)C2)c(C)c1` (configuration not stated) gave PTHR1 ag inactive, GLP1R inv ag inconclusive, pAkt inh inactive, GLP1R cytotox 5%, aSyn rescue 8%, Mm-Cpn inhibitor -1%, TDP43 rescue 7%, Abeta rescue -4% and FUS yeast rescue -10%.
Screening Cc1ccc2nc(N(Cc3cccnc3)C(=O)Cc3ccccc3)sc2c1 returned PTHR1 ag -62%[inhibitor], GLP1R inv ag 7%, GLP1R cytotox -3%, TDP43 rescue 12%, Abeta rescue 0% and FUS yeast rescue 6%.
Screening O=C(Nc1cccnc1)Nc1cc(Cl)cc(Cl)c1 returned PTHR1 ag -8%, GLP1R inv ag -7%, pAkt inh inactive, GLP1R cytotox 10%, aSyn rescue -18%, Mm-Cpn inhibitor 3%, TDP43 rescue 24% and Abeta rescue -11%.
`CCN(CC)S(=O)(=O)c1ccc(OC)c(NC(=O)OCc2ccccc2)c1` gave PTHR1 ag -14%, GLP1R inv ag inconclusive, pAkt inh inactive, GLP1R cytotox -1%, aSyn rescue -2%, Mm-Cpn inhibitor 1%, TDP43 rescue -2%, Abeta rescue 7% and FUS yeast rescue 16%.
For O=C(COC(=O)c1ccco1)NCc1ccc2c(c1)OCO2 the results were PTHR1 ag inactive, GLP1R inv ag -14%, pAkt inh inactive, GLP1R cytotox -2%, aSyn rescue -3%, Mm-Cpn inhibitor 2%, TDP43 rescue 16%, Abeta rescue -8% and FUS yeast rescue -9%.
Screening CS(=O)(=O)N(C(=O)NC(=O)NC1CCS(=O)(=O)C1)C1CCCCC1 (configuration not stated) returned PTHR1 ag -22%[57.5 µM], GLP1R inv ag -8%, pAkt inh inactive, GLP1R cytotox -4%, aSyn rescue 0%, Mm-Cpn inhibitor -4%, TDP43 rescue 3%, Abeta rescue 15% and FUS yeast rescue -3%.
Screening COc1ccccc1CNC(=O)[C@H](CCSC)NC(=O)[C@@H]1Cc2ccccc2CN1 returned PTHR1 ag 9%, GLP1R inv ag 0%, pAkt inh inactive, GLP1R cytotox -8%, aSyn rescue 0%, Mm-Cpn inhibitor 0%, TDP43 rescue -21%, Abeta rescue -22% and FUS yeast rescue -13%.
`CCCCNC(=O)CC1SC(=NCC)N(CC)C1=O` (configuration not stated) gave PTHR1 ag -3%, GLP1R inv ag 7%, pAkt inh inactive, GLP1R cytotox -17%, aSyn rescue -1%, Mm-Cpn inhibitor 0%, TDP43 rescue 5%, Abeta rescue 13% and FUS yeast rescue -1%.
Screening COc1cc2c(cc1OC)CN(C(=O)CSC1=NCCS1)CC2 returned PTHR1 ag -27%, GLP1R inv ag 1%, pAkt inh inactive, GLP1R cytotox -9%, aSyn rescue 3%, TDP43 rescue inconclusive, Abeta rescue 1% and FUS yeast rescue 9%.
Screening Cc1ccccc1C(=O)c1cccn1CC(=O)O returned PTHR1 ag inactive, GLP1R inv ag 10%, pAkt inh inactive, GLP1R cytotox 1%, aSyn rescue -19%, Mm-Cpn inhibitor -1%, TDP43 rescue -10%, Abeta rescue -18% and FUS yeast rescue 14%.
CC12CCC(C(=O)N(NC(=O)c3ccccc3O)C1=O)C2(C)C (configuration not stated) was read as PTHR1 ag -12%, GLP1R inv ag 4%, pAkt inh inactive, GLP1R cytotox -26%, aSyn rescue -7%, Mm-Cpn inhibitor -1%, TDP43 rescue 3% and Abeta rescue -9%.
`COc1cccc(-c2c(-c3cc(OC)cc(OC)c3)n(C)c3ccc(-c4ccc5cc[nH]c5c4)cc23)c1` gave PTHR1 ag inactive, GLP1R inv ag -4%, pAkt inh inactive, GLP1R cytotox 1%, aSyn rescue 1%, Mm-Cpn inhibitor -18%, TDP43 rescue 7%, Abeta rescue 2% and FUS yeast rescue 32%.
Screening C=CCOc1ccc(Cl)cc1C(=O)O returned PTHR1 ag inactive, GLP1R inv ag 17%, pAkt inh inactive, GLP1R cytotox 8%, aSyn rescue 12%, Mm-Cpn inhibitor -1%, TDP43 rescue -19%, Abeta rescue 16% and FUS yeast rescue -12%.
`CCc1noc2c1/C(=N\O)CC(c1ccccc1)C2` (configuration not stated) gave PTHR1 ag -66%[inhibitor][57.5 µM], GLP1R inv ag -7%, pAkt inh inactive, GLP1R cytotox -15%, aSyn rescue 3%, Mm-Cpn inhibitor 0%, TDP43 rescue 1%, Abeta rescue -6% and FUS yeast rescue -1%.
For O=C(CCS(=O)(=O)c1ccc(Cl)cc1)N1CCN(c2ccccc2F)CC1 the results were PTHR1 ag -15%, GLP1R inv ag 0%, pAkt inh inactive, GLP1R cytotox -14%, aSyn rescue 8%, Mm-Cpn inhibitor -1%, TDP43 rescue 26%, Abeta rescue -18% and FUS yeast rescue 17%.
`Nc1nc(-n2cnnc2)nn1-c1ccccc1` gave PTHR1 ag 0%[57.5 µM], GLP1R inv ag 10%, GLP1R cytotox 0%, aSyn rescue -8%, Mm-Cpn inhibitor 0%, TDP43 rescue -11%, Abeta rescue 32% and FUS yeast rescue 20%.
Screening CCN1CCN(c2nc(-c3cccs3)nc3ccccc23)CC1 returned PTHR1 ag inactive, GLP1R inv ag -3%, pAkt inh inactive, GLP1R cytotox -2%, aSyn rescue 4%, Mm-Cpn inhibitor -2%, TDP43 rescue 10% and Abeta rescue -6%.
`CCn1c(NCc2ccccc2Cl)nc2ccccc21` gave PTHR1 ag -1%[57.5 µM], GLP1R inv ag inconclusive, pAkt inh inactive, GLP1R cytotox -15%, aSyn rescue -8%, Mm-Cpn inhibitor 3%, TDP43 rescue -27%, Abeta rescue 3% and FUS yeast rescue 5%.
For C=C1CC2(OC1=O)c1ccccc1CCc1ccccc12 the results were PTHR1 ag -40%[inhibitor], GLP1R inv ag inconclusive, pAkt inh inactive, GLP1R cytotox 10µM*, aSyn rescue 7%, TDP43 rescue 1.8µM* and Abeta rescue 5%.
Screening CCn1c(SCC(=O)Nc2nc(C)c(C)s2)nnc1-c1ccco1 returned PTHR1 ag inactive, GLP1R inv ag 3%, pAkt inh inactive, GLP1R cytotox 1%, aSyn rescue 3%, Mm-Cpn inhibitor -2%, TDP43 rescue 2%, Abeta rescue 8% and FUS yeast rescue 19%.
Screening CC(=O)c1ccc(N2C(=NC(=O)COc3ccccc3)SC3CS(=O)(=O)CC32)cc1 (configuration not stated) returned PTHR1 ag -6%, GLP1R inv ag 15%, pAkt inh inactive, GLP1R cytotox 1%, aSyn rescue 3%, Mm-Cpn inhibitor 2%, TDP43 rescue -12% and FUS yeast rescue 8%.
For CC(C)C(=O)N1CC(=O)Nc2ccc(F)cc2C1c1ccc(F)cc1 (configuration not stated) the results were PTHR1 ag inactive, GLP1R inv ag -4%, pAkt inh inactive, GLP1R cytotox -2%, aSyn rescue 4%, Mm-Cpn inhibitor -1%, TDP43 rescue 23%, Abeta rescue 8% and FUS yeast rescue 3%.
`CCOC(=O)N1CCN(C(=O)/C(=C\c2cccs2)NC(=O)c2cccs2)CC1` gave PTHR1 ag inactive, GLP1R inv ag 0%, pAkt inh inactive, GLP1R cytotox -2%, aSyn rescue 1%, Mm-Cpn inhibitor 3%, TDP43 rescue 4% and Abeta rescue 9%.
Screening COc1cc2sc3cc(NCC[C@@H]4CCCN4C)ccc3c(=O)c2cc1OC returned PTHR1 ag 12%, GLP1R inv ag 87%[activator], pAkt inh inactive, GLP1R cytotox 100%[activator], aSyn rescue 12%, Mm-Cpn inhibitor 0%, TDP43 rescue 0%, Abeta rescue -3% and FUS yeast rescue 15%.
Screening Cc1noc(C(=O)Nc2cccnc2Cl)c1Cl returned PTHR1 ag inactive, GLP1R inv ag 14%, pAkt inh inactive, GLP1R cytotox -7%, aSyn rescue 0%, Mm-Cpn inhibitor 2%, TDP43 rescue -7%, Abeta rescue -12% and FUS yeast rescue -9%.

Not all compounds are listed, so the mix of outcomes need not match the whole.
